Fh CTSL1 inh = Fasciola hepatica cathepsin L1 inhibitors, primary screen, counter-screen for PFM18AAP inhibitor project, biochemical, QFRET, fluorogenic peptide substrate | recombinant F. hepatica cathepsin L1, Z-Leu-Arg-MCA fluorescence | inhibition, % at 5.96 µM | hit rate 0.49% among 300,000 | AID 1906, 2009;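 active = inhibition above the mean of all tested compounds plus 3 SD, set per screening campaign, cut at about 17% in these data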;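 note: 0% = plate median of test compound wells and 100% = 1 µM Z-Phe-Ala-diazomethylketone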
PP5 inh = PP5 phosphatase inhibitors, primary screen, biochemical, fluorescence; purified PP5c, OMFP substrate fluorescence; inhibition, % at 6.7 µM; hit rate 0.18% among 320,000; AID 1987, 2009;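 active = inhibition above the campaign's mean inhibition across all tested compounds plus 3 SD, cut at about 9.5% in these data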;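 note: 0% = DMSO only and 100% = 100 µM cantharidin control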
HCV core dimer = inhibitors of HCV core protein dimerization, primary screen, biochemical, TR-FRET, high-throughput; inhibition, % at 5 µM; TR-FRET GST/Flag-core106 dimerization, 1536-well; hit rate 0.33% among 300,000;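 active = inhibition above the mean of all tested compounds plus 3 SD, set per screening campaign, cut at about 45% in these data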
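Assay system – GST-tagged and Flag-tagged HCV core protein residues 1-106 · Quantity – core106 proteins, GST 13.5 nM and Flag 17 nM · Benchmarks – unlabelled core106 and no-GST-core106 wells · Read-out basis – percent inhibition of core106 dimerization signal · Detection – time-resolved FRET, ex 340 nm, em 617 and 671 nm · Schedule – 4 h at 22.5 °C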
VLA-4 inh = inhibition in human VLA-4 binding assay, primary screen, VLA-4 allosteric modulator project, MLPCN library, flow cytometry, VLA-4 expressing cells. inhibition, % (about 7 µM as worked out from the volumes in the protocol). hit rate 0.2% among 330,000. Integrin alpha-4 (Homo sapiens), P13612. ligand binding flow cytometry. AID 2557, 2010; in the data active = inhibition above about 50%
Target sequence (P13612 whole entry, looked up): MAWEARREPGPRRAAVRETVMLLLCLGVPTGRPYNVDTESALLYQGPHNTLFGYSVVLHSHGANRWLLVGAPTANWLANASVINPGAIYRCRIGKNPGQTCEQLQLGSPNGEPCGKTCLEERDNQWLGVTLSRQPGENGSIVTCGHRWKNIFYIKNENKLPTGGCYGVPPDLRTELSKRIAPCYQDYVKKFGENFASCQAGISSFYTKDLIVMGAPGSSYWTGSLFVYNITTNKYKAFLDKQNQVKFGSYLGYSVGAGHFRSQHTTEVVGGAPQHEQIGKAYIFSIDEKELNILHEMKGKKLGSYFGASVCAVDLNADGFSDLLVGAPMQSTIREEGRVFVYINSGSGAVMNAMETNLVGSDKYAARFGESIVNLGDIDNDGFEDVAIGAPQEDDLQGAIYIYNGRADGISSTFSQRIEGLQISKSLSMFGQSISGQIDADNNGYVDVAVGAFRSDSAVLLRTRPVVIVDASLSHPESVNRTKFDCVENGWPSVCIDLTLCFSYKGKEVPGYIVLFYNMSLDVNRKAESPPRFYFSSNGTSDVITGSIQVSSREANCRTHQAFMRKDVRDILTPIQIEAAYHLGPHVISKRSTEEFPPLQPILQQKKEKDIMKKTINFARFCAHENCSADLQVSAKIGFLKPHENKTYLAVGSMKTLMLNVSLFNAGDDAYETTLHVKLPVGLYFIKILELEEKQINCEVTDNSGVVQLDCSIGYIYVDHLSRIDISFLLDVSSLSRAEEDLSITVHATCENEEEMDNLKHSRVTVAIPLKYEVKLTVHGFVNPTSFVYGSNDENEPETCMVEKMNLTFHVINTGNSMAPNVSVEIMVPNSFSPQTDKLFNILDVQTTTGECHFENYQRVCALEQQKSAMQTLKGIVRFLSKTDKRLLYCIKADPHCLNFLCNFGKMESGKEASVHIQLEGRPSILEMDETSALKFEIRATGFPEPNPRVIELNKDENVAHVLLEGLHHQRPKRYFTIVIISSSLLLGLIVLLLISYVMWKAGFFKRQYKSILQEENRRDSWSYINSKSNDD
GRK2 inh = compounds blocking aptamer binding on GRK2 – biochemical, human GRK2, bead flow cytometry, HTS, primary screen; hit rate 0.59% among 330,000; AID 488847, 2010; inhibition of aptamer binding, % at 10 µM; FAM-aptamer displacement from GRK2;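 active = inhibition of aptamer binding above 40%, roughly 3 SD of noise, on plates passing a quality check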;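 note: median bead fluorescence of bound FAM aptamer so fluorescent compounds give negative values; no value below 0 was filed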
GASC-1 inh = inhibitors of GASC-1 histone demethylase, primary screen, biochemical, fluorescence, DELFIA europium | GST-JMJD2C(1-420) H3K9me3 demethylation | inhibition, % at 2.35 µM | hit rate 0.069% among 330,000;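 active = more than half of a compound's replicate wells show inhibition beyond 50%, single wells judged on their own value; inconclusive = some, but no more than half, of replicates pass 50% inhibition; inactive = no replicate passes 50% inhibition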;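 note: signal counts dimethyl H3K9 product captured on neutravidin plate; 0% = median of DMSO wells and 100% = 0.3 times that DMSO median; strong numbers were not always called active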
proCasp3 act = activators of human procaspase-3 D3A mutant, primary screen, biochemical, absorbance, PC-3 D3A mutant, single concentration; Caspase-3 (Homo sapiens), P42574; recombinant procaspase-3 D3A, Ac-DEVD-pNA absorbance 405 nm; activation, % at 8.5 µM; hit rate 0.11% among 330,000; AID 463141, 2010;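 active = activation above the mean of all tested compounds plus 3 SD, cut at about 21% in these data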;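 note: 0% = DMSO alone and 100% = DMSO wells spiked with extra 5 µM PC-3 D3A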
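Assay system – Procaspase-3 D3A mutant, all three cleavage aspartates alanine · Controls – DMSO-only low control, 5 µM PC-3 D3A high control · Schedule – 1 h compound preincubation, 2 h substrate hydrolysis at 25 °C · Signal – 405 nm absorbance of p-nitroaniline, reads at 0 and 120 min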
PP1 inh = PP1-alpha phosphatase inhibitors, primary screen, counter-screen for PP5 inhibitor project, biochemical, fluorescence, OMFP substrate, single point; Serine/threonine-protein phosphatase PP1-alpha catalytic subunit (Homo sapiens), P62136; purified PP1alpha; inhibition, % at 6.7 µM; hit rate 0.9% among 320,000;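 active = inhibition above the mean inhibition of all tested compounds plus 3 SD, computed separately for each screening campaign, cut at about 15% in these data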
proCasp7 act = procaspase-7 activators, primary screen, counter-screen for procaspase-3 activator project, biochemical, absorbance, HTS, human; recombinant procaspase-7, Ac-DEVD-pNA absorbance 405 nm; D23A/D198A/D206A triple mutant, cannot self-cleave; scale: DMSO 0, 5 µM enzyme 100; activation, % at 8.5 µM; Caspase-7 (Homo sapiens), P55210; hit rate 0.093% among 330,000; AID 463210, 2010;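 active = percent activation above the screen-wide mean plus 3 SD, cut at about 25% in these data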
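signal = Epi-absorbance of released pNA at 405 nm, two timepoints | assay system = Uncleavable procaspase-7 mutant enzyme | reagent = Ac-DEVD-pNA substrate, 400 µM as added | times = 1 h enzyme–compound preincubation and 2 h substrate reaction, both 25 °C | benchmarks = low DMSO alone, high DMSO plus 5 µM PC-7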
Active calls of the source: *; i = inactive; ? = inconclusive; . = not tested or not shown. Rows were taken by chance; overall some 2.6% were active at least once.

Second line of a record: Fh CTSL1 inh	PP5 inh	HCV core dimer	VLA-4 inh	GRK2 inh	GASC-1 inh	proCasp3 act	PP1 inh	proCasp7 act
NC(=O)N/N=C/c1cn(-c2ccccc2)nc1-c1cccs1
  1	0.8	2	10	0	40	-6	-1	-3
Cc1cccc(-n2c(SCC(N)=O)nc3c(c2=O)C2(CCCCC2)Cc2ccccc2-3)c1
  -5	5.2	8	16	1	-1	-6	6	4
CCOc1ccc(C2NC(=O)CCC2[N+](=O)[O-])cc1 (stereo not drawn)
  -3	2.9	-2	7	0	3	2	0	1
CC(C(=O)Nc1ccc(S(N)(=O)=O)cc1)N1CCc2ccccc21 (stereo not drawn)
  -1	1.2	-18	-13	2	-1	-2	2	18
Cc1ccc(/C=N/NC(=O)c2cccs2)s1
  6	1.4	-3	-2	4	-21	3	-2	2
Cc1ccc2nc(/N=C(\N)NC(=O)N3c4ccccc4Sc4ccccc43)nc(C)c2c1
  -2	0.0	14	-13	3	-5	-4	0	3
O=C(COC(=O)c1cccnc1)Nc1ccccc1
  8	-12	-1	4	0	-4	1	5	-9
Cc1cc(C(=O)Nc2ccc(Cl)cc2)c(C)n1Cc1cccs1
  3	1.4	8	7	0	-1	2	2	-1
CCOC(=O)C1(CC2CCCCO2)CCN(Cc2cccnc2)CC1 (stereo not drawn)
  0	0.9	-1	-6	0	-5	1	-1	-3
COC(=O)c1ccc(COc2ccccc2OC)o1
  -1	2.3	9	11	4	-19	3	1	7
CC(C)Nc1nc(NC(C)C)nc(Oc2ccc(=O)n(C)n2)n1
  -2	0.3	-3	-93	4	0	5	0	8
O=C1c2ccccc2CN1CCNC(=S)NC1CCCCC1
  0	0.9	1	-5	9	7	5	-1	7
O=Cc1c(NCCN2CCCC2)c2ccccc2[nH]c1=O
  -2	2.7	8	20	0	-31	-2	-1	-5
CSCC[C@H](NC(=O)[C@H]1CC[C@H](CNC(=O)[C@@H]2CCCN2)CC1)C(=O)O
  -6	-1.4	0	10	0	0	-4	-2	4
CCCn1c(SCC(=O)N2CC(=O)Nc3ccccc32)n[nH]c1=O
  .	.	.	-5	0	-3	2	.	-8
CC1CCCC(NC(=O)CSc2nnc(N)s2)C1C (stereo not drawn)
  1	-0.2	1	8	0	-1	4	-1	10
CC1C2(C)OCC(C#N)(C(=N)O2)C1(C#N)C#N (stereo not drawn)
  9	0.8	-3	-3	2	6	-6	-3	-7
CN(CC(=O)Nn1cnnc1)S(=O)(=O)c1cc(Cl)ccc1Cl
  -2	-0.2	2	6	0	-1	2	-3	4
NS(=O)(=O)c1ccc(CCNC(=O)c2cc3ccccc3oc2=O)cc1
  3	-1.4	2	3	0	-6	2	-1	0
Cc1cccc(NC(=S)NCc2ccccc2Cl)c1C
  8	3.8	-13	-7	0	-3	-4	1	0

The results go on:
Second line of a record: Fh CTSL1 inh	PP5 inh	HCV core dimer	VLA-4 inh	GRK2 inh	GASC-1 inh	proCasp3 act	PP1 inh	proCasp7 act
COc1ccc(OCCn2cc(C=O)c3ccccc32)cc1
  2	3.6	3	16	0	17	6	2	-9
CCOC(=O)NNC1CC(=O)N(c2ccc(OC)cc2)C1=O (stereo not drawn)
  2	2.3	0	6	0	11	2	-1	6
O=C(Cn1nnc(-c2ccccc2NC(=O)c2ccccc2F)n1)NCc1ccco1
  -4	-2.7	1	-5	1	30	-2	6	5
CCN1/C(=C/c2ccc3ccc(C)cc3[n+]2CC)Sc2ccccc21
  0	0.4	-3	i	94*	13	-3	2	-17
CC1CCCCN1C(=O)c1ccc(C(=O)Nc2ccc(F)cc2)cc1 (stereo not drawn)
  0	-1.9	5	0	0	-3	3	-2	2
Cc1csc(NC(=O)NCC2CCCC(CNC(=O)Nc3nc(C)cs3)C2)n1 (stereo not drawn)
  -2	2.8	-4	9	1	?	7	1	4
Cc1nn(-c2ccccc2)c2nc3c(cc12)C(=O)CCC3
  0	3.2	0	6	0	1	6	-1	-3
O=C(OCCN1CCOCC1)c1cccc(F)c1
  1	3.6	-6	14	2	.	-3	1	0
CC1(C)CC(=O)C=C(Nc2cc(-c3ccccc3)[nH]n2)C1
  1	1.6	-2	-5	0	0	6	-7	1
S=c1[nH]nc(-c2cccs2)n1/N=C/c1cn(-c2ccccc2)nc1-c1ccccc1
  3	-1.6	25	14	0	0	1	-4	9
COc1ccc(C(=O)OC/C(O)=C(\C#N)c2nc3ccccc3[nH]2)cc1S(=O)(=O)N1CCOCC1
  1	1.9	19	0	0	-2	3	-1	-5
CCCCNC(=O)CCn1nc(-c2ccc(Cl)cc2)c2ccccc2c1=O
  0	3.6	-2	22	0	2	-21	1	2
CC(C)OC(=O)CC(NC(=O)OC(C)(C)C)c1ccccc1 (stereo not drawn)
  2	3.0	-20	.	.	5	12	0	-2
Cn1c(=O)c2c(nc(Oc3cccc(O)c3)n2C)n(C)c1=O
  0	0.8	-6	12	1	8	-1	-6	2
COc1ccc(C(CNC(=O)c2oc3cc(Br)ccc3c2C)N2CCCCC2)cc1 (stereo not drawn)
  0	-0.7	4	-2	0	34	5	0	12
O=[N+]([O-])c1cc(CN2CCCCCC2)ccc1O
  2	0.5	-7	9	1	.	-4	5	1
N#Cc1ccccc1Cn1c(=O)n(CCCC(=O)NCc2ccc3c(c2)OCO3)c(=O)c2ccccc21
  4	-0.3	4	12	0	-2	1	-2	-7
Cc1ccc(S(=O)(=O)N(C)c2ccccc2C(=O)N2CCOCC2)cc1
  1	2.1	-2	10	1	-2	0	-2	9
N=c1c(C(=O)NCCc2ccccc2)cc2c(=O)n3ccccc3nc2n1Cc1ccco1
  0	1.7	25	42	4	-9	-5	2	-9
COc1ccc(NC(=O)c2coc(C)c2)cc1
  0	3.0	-4	3	2	9	4	-3	-5

The list continues:
Second line of a record: Fh CTSL1 inh	PP5 inh	HCV core dimer	VLA-4 inh	GRK2 inh	GASC-1 inh	proCasp3 act	PP1 inh	proCasp7 act
CCc1ccccc1NC(=O)c1cc(C)no1
  -4	-2.2	4	8	2	12	-5	0	2
COCCCNC(=O)c1ccc(CNS(=O)(=O)c2ccc(NC(C)=O)cc2)cc1
  -6	1.1	-4	7	0	.	-6	-13	2
O=C(NC1CCS(=O)(=O)C1)c1ccc(-c2ccc(Br)cc2)o1 (stereo not drawn)
  2	2.8	3	-2	3	41	-6	2	11
COc1ccc2cc(CCNC(=O)C(C)(C)C)c(=O)[nH]c2c1
  2	-0.1	0	-6	0	-1	2	0	1
COC(=O)[C@H](Cc1ccccc1)NC(=O)N1CCN(c2ccccc2)CC1
  0	-4.6	3	12	4	-3	7	-5	4
CC(OC(=O)CCC(=O)N1CCN(S(=O)(=O)c2ccc3ccccc3c2)CC1)C(=O)NC(N)=O (stereo not drawn)
  0	-0.3	7	-9	0	-9	-2	-6	1
Cc1ccc(C(=O)CCC(=O)N2CCC(C(N)=O)CC2)s1
  .	3.0	.	11	0	2	-1	1	5
CCN(C(=O)COC(=O)c1ccc(Cl)nc1)C1CCS(=O)(=O)C1 (stereo not drawn)
  1	-0.4	-1	26	0	21	0	-1	4
O=S(=O)(/C=C/c1ccccc1)N1CCOCC1
  -1	3.0	5	1	0	2	5	0	1
COC(=O)Cc1c(O)ccn(Cc2ccc(F)cc2)c1=O
  -3	2.8	0	7	2	-3	5	-2	-4
Cc1ccc([N+](=O)[O-])c(OCCN2CCCCCC2)c1
  3	2.4	2	10	0	-5	-3	2	15
Cc1ccc(SSc2cc(C)ccc2N)c(N)c1
  -2	2.2	-18	12	0	-7	-22	3	-39
Cc1ccccc1-n1ncc2c1CC(C)(C)CC2NC(=O)c1snnc1C (stereo not drawn)
  -2	0.5	2	3	1	14	2	-3	-3
CCOC(=O)Cn1cc(Cl)cc(C(=O)Nc2ccccc2)c1=O
  5	-3.0	7	1	0	-4	-4	-1	3
O=C1NC2(CCCCCC2)C(=O)N1Cc1ccc(F)cc1Cl
  1	2.8	-4	-4	1	11	-5	4	1
COC(=O)C1=C(CN2CCCc3ccccc32)NC(=O)NC1c1ccc(F)cc1 (stereo not drawn)
  2	2.6	10	-15	0	-1	-5	12	-2
CCOC(=O)C1CCN(C(=O)CN2C(=O)c3ccccc3Sc3ncccc32)CC1
  1	-3.6	4	-4	1	10	4	-6	8
O=C(COC(=O)c1ccccn1)c1ccc([N+](=O)[O-])cc1
  1	3.2	37	-22	0	13	-15	-1	-39
COC(=O)c1ccccc1NC(=O)Nc1ccc2c(c1)OCO2
  -1	0.8	-4	9	4	-4	0	-5	5
CCOc1ccc(N(CC(=O)Nc2cc(C)cc(C)c2)S(C)(=O)=O)cc1
  0	3.4	-2	4	0	9	5	1	-10

2 compounds drawn at random from the list so far, as already listed:
Second line of a record: Fh CTSL1 inh	PP5 inh	HCV core dimer	VLA-4 inh	GRK2 inh	GASC-1 inh	proCasp3 act	PP1 inh	proCasp7 act
COc1ccc2cc(CCNC(=O)C(C)(C)C)c(=O)[nH]c2c1
  2	-0.1	0	-6	0	-1	2	0	1
O=C(COC(=O)c1cccnc1)Nc1ccccc1
  8	-12	-1	4	0	-4	1	5	-9

(listing goes on)
Second line of a record: Fh CTSL1 inh	PP5 inh	HCV core dimer	VLA-4 inh	GRK2 inh	GASC-1 inh	proCasp3 act	PP1 inh	proCasp7 act
Cc1ccc(S(=O)(=O)N(Cc2ccccc2)c2ccccc2C(=O)NCc2cccnc2)cc1
  -1	1.3	0	1	4	-24	-6	1	-2
Cc1cc(C(=O)CN2C(=O)C(=O)N(Cc3ccco3)C2=O)c(C)n1CCc1ccc(F)cc1
  .	4.7	.	-4	0	2	-1	17*	-5
COc1ccc(NC(=S)NC23CC4CC(CC(C4)C2)C3)cc1OC
  -30	2.8	8	0	6	3	-4	0	-7
Clc1ccc(CSc2ncccn2)cc1
  -1	1.5	4	10	0	-17	4	-3	-1
COc1ccc2c(CSc3nnc(-c4cccnc4)n3-c3ccccc3F)cc(=O)oc2c1
  0	-1.6	18	8	2	2	2	-1	3
Cn1c(CNC(=O)c2ccc(Cl)cc2)nnc1SCC(=O)Nc1sc2c(c1C#N)CCCC2
  0	1.2	9	10	0	1	2	-2	14
NS(=O)(=O)c1ccc(NS(=O)(=O)c2cccs2)cc1
  -7	1.4	8	4	0	-8	-3	-1	-8
O=C(Nc1ccccc1C(=O)O)c1ccc(NC(=O)C2CCCO2)cc1 (stereo not drawn)
  -1	0.6	-6	8	2	7	1	-3	-3

Screens from PubChem.
